Tb PYK inh: blocks Trypanosoma brucei pyruvate kinase; 410,000 compounds, 0.12% hits; Potency, µM (highest dose often 76.8 µM), for inactives: top-dose activity, negative = inhibition, usual class: inhibitors; TbPYK enzyme, Kinase-Glo Plus ATP luminescence, 45 min; AID 624173; further: potency means the concentration at half of the fitted maximal effect; nearly all actives have a fitted effect of over 50% in size
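Glycolytic pyruvate kinase of T. brucei was incubated with substrate, test compound and 130 uM ADP for 45 minutes at room temperature. Luminescent Kinase-Glo Plus signal was measured after 10 minutes.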
Sm TGR inh: S. mansoni TGR enzyme inhibition | 360,000 compounds, 3% hits | purified TGR, DTNB reduction, TNB absorbance 405 nm | Q962Y6 | Potency, µM (top dose mostly 114 µM), inactives show at the top dose activity change, negative = inhibition, hits mostly inhibitors; further: potency means the concentration at half of the fitted maximal effect; nearly all actives have a fitted effect of over 60% in size
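TGR 20 nM + NADPH 100 uM (dispensed conc.), cpd preinc 15 min RT; start with NADPH (500 uM addition) then DTNB (15 mM addition). Kinetic TNB absorbance, 405 nm filter. Four-parameter Hill fit across titration.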
HCMV antiviral: blocks human cytomegalovirus replication; HFF cells, HCMV-luciferase reporter, 72 h; stronger effect = lower value; activity change, negative = inhibition, % at 57.5 µM; 410,000 compounds, 4.5% hits; AID 1259415; in the data active means activity change below about -60%; inconclusive means no clear call, values can overlap the other calls; inactive means above about -39%
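Compounds were evaluated in HFFs infected with an HCMV luciferase reporter virus (MOI 1 PFU/cell). Luciferase in lysates collected 72 h post infection served as the replication measure.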
AMA1-RON2 inh: inhibitors of Plasmodium falciparum AMA1-RON2 interaction; Potency, µM (titrated, usually from 58.2 µM), for inactives: at the highest dose activity change, negative = inhibition, most hits filed as inhibitors; 360,000 compounds, 0.2% hits; AlphaScreen AMA1-biotinylated RON2 peptide binding;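 further: potency means the concentration at half of the fitted maximal effect; 0% = vehicle wells and -100% = peptide control; nearly all actives have a fitted effect of over 45% in size; some results filed as inactive show a strong effect at the top dose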
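AMA1 (3D7) with his tag at 25 nM final met compounds first, then biotinylated RON2 peptide at 25 nM; detection used donor plus acceptor beads, 10 µg/mL apiece, read by AlphaScreen after 30 min at room temperature.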
AmpC inh no detg: AmpC beta-lactamase inhibition without detergent; P00811; AmpC nitrocefin hydrolysis, absorbance 480 nm, 0.0001% Triton; Potency, µM (titrated, usually from 57.1 µM), inactives show at the top dose activity change, negative = inhibition, hits mostly inhibitors; 330,000 compounds, 0.52% hits; AID 485341;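 further: potency means the concentration at half of the fitted maximal effect; plate controls were no compound for no effect and no enzyme for full effect; nearly all actives have a fitted effect of over 20% in size; some results filed as inactive show a strong effect at the top dose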
Target sequence (P00811 whole entry, looked up): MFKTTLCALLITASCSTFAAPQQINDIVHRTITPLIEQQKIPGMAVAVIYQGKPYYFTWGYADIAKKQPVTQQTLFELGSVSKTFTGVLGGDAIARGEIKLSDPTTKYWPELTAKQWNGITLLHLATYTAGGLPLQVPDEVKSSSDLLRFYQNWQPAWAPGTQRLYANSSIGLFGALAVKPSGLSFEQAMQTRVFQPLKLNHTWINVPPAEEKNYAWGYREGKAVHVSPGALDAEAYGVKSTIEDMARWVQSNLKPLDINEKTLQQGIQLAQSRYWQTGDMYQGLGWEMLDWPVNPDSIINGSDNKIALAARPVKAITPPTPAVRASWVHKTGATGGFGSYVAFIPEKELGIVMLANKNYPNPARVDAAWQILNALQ
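AmpC (5.3 nM in the dispensed reagent) in 20 mM phosphate pH 7.0 with 0.01% (detergent screen) or 0.0001% Triton X-100 was preincubated with compounds for 15 min at room temperature. Nitrocefin was then added from an 800 uM solution, and hydrolysis was followed at 480 nm.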
LmPK inhibitor: inhibitors of Leishmania mexicana pyruvate kinase; Q27686; purified LmPK, Kinase-Glo ATP luminescence, 1 h; Potency, µM (highest dose often 57.5 µM), without a hit: top-dose activity change, negative = inhibition, usual class: inhibitors; 290,000 compounds, 0.37% hits; AID 1721; further: potency means the concentration at half of the fitted maximal effect
Target sequence (Q27686 whole entry, looked up): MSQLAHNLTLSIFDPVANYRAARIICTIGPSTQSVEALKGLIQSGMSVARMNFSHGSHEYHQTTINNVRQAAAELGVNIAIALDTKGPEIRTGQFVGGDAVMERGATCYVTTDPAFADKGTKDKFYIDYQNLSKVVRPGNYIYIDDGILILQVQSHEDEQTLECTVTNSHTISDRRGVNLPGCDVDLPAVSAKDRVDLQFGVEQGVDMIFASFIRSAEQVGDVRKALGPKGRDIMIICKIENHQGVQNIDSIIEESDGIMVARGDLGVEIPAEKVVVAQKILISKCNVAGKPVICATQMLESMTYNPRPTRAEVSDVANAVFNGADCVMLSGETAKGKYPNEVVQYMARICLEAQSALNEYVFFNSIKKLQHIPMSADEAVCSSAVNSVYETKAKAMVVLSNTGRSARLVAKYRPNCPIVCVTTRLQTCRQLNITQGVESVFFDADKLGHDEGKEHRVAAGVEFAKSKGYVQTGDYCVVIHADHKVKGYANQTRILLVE
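Purified LmPK (0.1 nM) converted ADP (0.1 mM) to ATP with PEP (0.5 mM) in imidazole buffer pH 7.2 with KCl and MgCl2, 1 h at room temperature. ATP was read by Kinase-Glo luminescence; data normalized to uninhibited and no-enzyme controls.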
AmpC detergent: inhibitors of E. coli AmpC beta-lactamase with detergent; 370,000 compounds, 0.041% hits; AmpC hydrolysis of nitrocefin, absorbance 480 nm, 0.01% Triton; Potency, µM (series often up to 114 µM), inactives show top-dose activity change, negative = inhibition, hits mostly inhibitors; AID 485294; P00811;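 further: potency means the concentration at half of the fitted maximal effect; 0% = no-compound wells and -100% = no-enzyme wells; nearly all actives have a fitted effect of over 25% in size; some results filed as inactive show a strong effect at the top dose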
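20 mM phosphate pH 7.0 + 0.01% (detergent screen) or 0.0001% Triton X-100; 5.3 nM AmpC reagent; cpd preinc 15 min RT; nitrocefin (800 uM stock) to start; A480 q20 s × 4 min; Activity was normalised to no-enzyme and no-compound control wells.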
* hit, by the source's call; u = inconclusive; x = not tested or not shown; [ ] = dose if it differs, or a comment. Unless noted, the call rests on the fitted dose curve; in most records, active means well fitted curve in the direction sought with a large enough effect; inconclusive means small, poorly fitted or top-dose-only effect, or another doubt; inactive means no such curve, though single readings can be large; an effect the other way counts as inactive or inconclusive. Unless noted, on the % scale 0 is the no-effect control and ±100 the full control effect.

The line under a structure holds: Tb PYK inh | Sm TGR inh | HCMV antiviral | AMA1-RON2 inh | AmpC inh no detg | LmPK inhibitor | AmpC detergent
O=C1Oc2ccccc2C(=O)/C1=C/N1CCN(c2ccccc2F)CC1
 : 1% | 2% | 45 | 12% | -30% | -9% | 2%
CC1(C)Cc2ccccc2-c2nnc(SCC(=O)Nc3ccc4c(c3)OCO4)n21
 : -10% | 1% | u | -2% | -8% | 1% | 3%
COc1ccc(CCNc2oc(COc3ccccc3F)nc2C#N)cc1
 : 0% | -16% | -3 | -24% | -29% | -1% | 1%
c1ccc(-n2nnnc2SCc2ccccn2)cc1
 : 2% | 1% | -35 | 16% | -15% | 10% | -3%
Cc1noc(C)c1S(=O)(=O)N1CCC(C(=O)N2CCN(c3ccccc3)CC2)CC1
 : 6% | -1% | -18 | x | x | x | -5%
O=C(Cc1ccc(N(CCCl)CCCl)cc1)NC(Cc1ccc(Cl)cc1)C(=O)O (stereo unspecified)
 : 6% | u | 24 | u | -6% | -1% | u
O=C(NCCC1=CCCCC1)C1CCN(S(=O)(=O)c2ccc(Br)s2)CC1
 : 1% | 1% | 0 | -3% | 22% | 4% | u
CC(=NNC(=O)CCC(=O)Nc1ccccc1Cl)c1ccco1
 : 1% | x | 13 | 1% | -14% | x | x
CCCS(=O)(=O)c1c(S(=O)(=O)CCC)c2ccccn2c1C(=O)OC
 : -2% | 28µM* | -18 | -7% | -7% | -1% | 2%
COc1cc(C)ccc1S(=O)(=O)NC(=O)C1(C)CCN1C(=O)c1ccc(C(F)(F)F)nc1C (stereo unspecified)
 : 3% | x | 22 | -4% | x | x | x
COCCN(Cc1cc2cc(C)ccc2nc1Cl)C(=O)Nc1ccccc1OC
 : 5% | 0%[57.1 µM] | 1 | 0% | -11% | -5% | -4%
COc1ccc(C(=O)CC(=O)c2ccccc2O)cc1OC
 : -5% | x | 87 | 83%[activator] | 47% | -2% | -3%
Cc1[nH][nH]c(=O)c1C(c1ccc(N(C)C)c(Br)c1)c1c(C)[nH][nH]c1=O
 : -15% | -3% | -34 | 14% | -6% | -1% | -1%
Cc1ccnc(NS(=O)(=O)c2ccc(NC(=O)Cc3c(F)cccc3Cl)cc2)n1
 : 2% | 5% | 19 | 1% | -29% | -4% | -11%
COc1ccc(C(=O)N/N=C(\C)c2ccc3c(c2)C2C=CCC2C(c2ccccc2)N3)cc1 (stereo unspecified)
 : -17% | 10µM* | x | -8% | -4% | -4% | -9%
Nc1c2c(nc3sc4c(c13)CCCC4)-c1ccccc1CC2
 : -3% | 8% | u | 4% | -33% | 2% | -11%
CCOC(=O)c1sc(NC(=O)c2cccc(S(=O)(=O)N3c4ccccc4CC3C)c2)cc1C (stereo unspecified)
 : -1% | 1% | 13 | -3% | -32% | 1% | 0%
Cc1ccc(-n2nnc(-c3cc4ccccc4nc3Cl)n2)cc1
 : -8% | -22% | 80 | -7% | -19% | 2% | -9%
O=C(NCc1ccccn1)C1CN(S(=O)(=O)c2ccccc2)CCN1S(=O)(=O)c1ccccc1 (stereo unspecified)
 : 0% | x | 8 | 71%[activator] | 0% | -2% | 4%
CC(C)c1cc(NC(=O)CCl)on1
 : -5% | 13µM* | -11 | 22% | -13%[11.4 µM] | 4% | u
NC(=O)C(c1ccc(Cl)cc1)c1ccc(Sc2ccccc2)nn1 (stereo unspecified)
 : 2% | -1% | -32 | -13% | -9% | 4% | 2%
CC(C)COC(=O)c1ccc(NC(=O)C2C3C=CC(C3)C2C(=O)O)cc1 (stereo unspecified)
 : -8% | -2% | 7 | 2% | -8% | -2% | -16%
COC(=O)c1c(C(=O)OC)c(-c2ccc(C(C)(C)C)cc2)n2c1CS(=O)C2 (stereo unspecified)
 : 2% | 6% | u | -18% | 62%[activator] | -5% | u
Cc1ccccc1OCCN=Cc1c(O)n(C)c(=O)n(C)c1=O
 : 0% | 10% | -11 | -14% | 22% | 2% | -3%
COc1ccc(CCNC(=O)CSc2ccc(-c3ccncc3)nn2)cc1
 : 9% | 0% | -38 | -1% | -23% | 0% | 6%
CCc1nc2c(cnn2-c2ccc(Cl)cc2)c(=O)n1-c1ccc(OC)cc1
 : 2% | -1% | -37 | -2% | -14% | 6% | u
Cn1ncc(Cl)c1C(=O)NCC1CCCO1 (stereo unspecified)
 : -5% | 2% | -13 | -4% | 0% | 1% | 2%
CCN(CC)S(=O)(=O)c1cccc(NC(=O)C2SC(=Nc3ccc(C)cc3C)C(C(=O)NCC3CCCO3)=C2N)c1 (stereo unspecified)
 : -18% | 14% | 23 | 36%[activator] | 46% | 3% | -6%
O=C(CNC(=O)OCc1ccccc1)OC(c1ccccc1)c1ccccc1
 : -6% | x | 44 | 36%[activator] | x | x | x
O=C(CSc1nnc(-c2ccccc2F)o1)N1CCCC1
 : -12% | 1% | 5 | -9% | 20% | -6% | 0%
Nn1c(SCc2cccc3ccccc23)nnc1-c1ccco1
 : -4% | 6% | -2 | -7% | -19% | 0% | u
Cc1[nH]c2ccccc2c1C(=O)C(=O)NCCOc1ccccc1
 : 1% | 4% | -8 | 6% | -16% | 5% | 2%
COc1cc(Cl)ccc1S(=O)(=O)n1nc(C)cc1C
 : 2% | -7% | 18 | 4% | 2% | -5% | -5%
N#CCCN(Cc1cccs1)C(=O)c1ccc(Cl)cc1
 : -27% | 40%[activator] | -2 | 41%[activator] | 0% | 6% | 7%
Cc1cc(/C=C2\SC(=S)N(Cc3ccco3)C2=O)c(C)n1-c1ccccc1
 : 4% | -28% | -67* | u | -42% | 0% | -12%
COc1ccc(-c2csc(C(C)(O)c3ccccc3)n2)cc1 (stereo unspecified)
 : 4% | x | 12 | 1% | x | x | x
CCSc1nnc(-c2cccnc2)n1Cc1ccco1
 : 4% | 35µM* | 21 | -5% | -19% | 4% | -9%
CSc1ncccc1C(=O)NNc1cc(Cl)ccc1Cl
 : -7% | -7% | x | 1% | -22% | 2% | 2%
O=C(COC(=O)c1ccccn1)NCCc1ccc(Cl)cc1
 : -1% | x | -11 | 10% | -11% | x | x
O=C(C1CCCN(Cc2ccccc2F)C1)N1CCCCC1 (stereo unspecified)
 : 24% | -2% | 47 | u | -22% | -3% | -8%

Among those listed so far, two have a cyano group:
The line under a structure holds: Tb PYK inh | Sm TGR inh | HCMV antiviral | AMA1-RON2 inh | AmpC inh no detg | LmPK inhibitor | AmpC detergent
COc1ccc(CCNc2oc(COc3ccccc3F)nc2C#N)cc1
 : 0% | -16% | -3 | -24% | -29% | -1% | 1%
N#CCCN(Cc1cccs1)C(=O)c1ccc(Cl)cc1
 : -27% | 40%[activator] | -2 | 41%[activator] | 0% | 6% | 7%

Reformatted field by field: part of the list above
COc1cc(Cl)ccc1S(=O)(=O)n1nc(C)cc1C
  Tb PYK inh = 2%; Sm TGR inh = -7%; HCMV antiviral = 18; AMA1-RON2 inh = 4%; AmpC inh no detg = 2%; LmPK inhibitor = -5%; AmpC detergent = -5%
Nn1c(SCc2cccc3ccccc23)nnc1-c1ccco1
  Tb PYK inh = -4%; Sm TGR inh = 6%; HCMV antiviral = -2; AMA1-RON2 inh = -7%; AmpC inh no detg = -19%; LmPK inhibitor = 0%; AmpC detergent = u

(further entries)
The line under a structure holds: Tb PYK inh | Sm TGR inh | HCMV antiviral | AMA1-RON2 inh | AmpC inh no detg | LmPK inhibitor | AmpC detergent
Cc1ccc(O)c(NC(=O)/C=C/C(=O)O)c1
 : 0% | u | 37 | 20% | -26% | -10% | 4%
Cc1ccc(S(=O)(=O)N(CC(=O)NC2CC2)c2ccc(C)c(Cl)c2)cc1
 : 1% | -18% | u | 5% | 48% | 1% | -13%
N#Cc1ccc(Oc2ccc(NC(=O)C3CC=CCC3C(=O)O)cc2)cc1 (stereo unspecified)
 : 1% | -7% | -6 | 0% | -26% | 2% | 5%
CCOC(=O)/C(=N/Nc1ccc(Cl)cc1)S(=O)(=O)c1ccc(Cl)cc1
 : -3% | -18% | 19 | -5% | -19% | -3% | -1%
Cc1cccc(-c2nnc3n2N=C(c2ccc(Br)cc2)CS3)c1
 : x | 17%[11.4 µM] | x | -8% | -15% | 11% | -9%
O=C1C=CC(=Nc2ccc3c(c2)Cc2ccccc2-3)O1
 : -1% | x | 23 | -26% | x | x | x
O=C(CC(=O)N/N=C\c1ccccc1)NCCc1ccccc1
 : -1% | -21% | 14 | -3% | -8% | -3% | 3%
COC(=O)C1=C(c2ccc(OC)c(OC)c2)C[C@@H]2CC[C@H]1N2C(=O)N1CCC(O)CC1
 : 0% | 5% | -8 | -1% | 1% | x | 4%
CC(C)NC(=O)[C@H](CSCc1ccccc1)N1Cc2ccccc2C1=O
 : -13% | -1% | 5 | 0% | 1% | 2% | u
CCOc1nc(C)ccc1-c1noc(-c2ccccc2OC)n1
 : -9% | -24% | 55 | 24% | 54% | -5% | -12%
O=[N+]([O-])c1cc(Cl)ccc1NCCNc1ncc(C(F)(F)F)cc1Cl
 : 2% | 0% | -1 | -5% | -14% | -3% | 2%
CN(C(=O)Nc1cccc(C(F)(F)F)c1)C1CCCCC1
 : -1% | -13% | -63* | -7% | -11% | 5% | 3%
COc1ccc2oc(C(=O)OCC(=O)N3CCN(S(=O)(=O)c4ccccc4)CC3)c(C)c2c1
 : 1% | 0% | -20 | -10% | -11% | x | u
COC(=O)c1scc(S(=O)(=O)C(C)(C)C)c1-n1cccc1
 : -4% | 5% | 8 | 0% | -21% | 6% | 8%
O=C(N/N=C/c1coc2ccc(Cl)cc2c1=O)c1ccc(O)cc1
 : 9% | -26% | -33 | 48%[activator] | -37% | 5% | u
O=C(c1ccco1)N(Cc1ccco1)c1ccc(O)cc1
 : -6% | -12% | u | -4% | -3% | 7% | u
Cc1nc2ccccc2c(=O)n1/N=C/c1ccccc1O
 : -1% | 3% | 28 | 106%[activator] | -13% | 1% | -7%
COc1ccccc1N1CCN(CC(=O)Nc2c(C)n[nH]c2C)CC1
 : -7% | -7% | 21 | -8% | -2% | 3% | -11%
CC1Oc2ccccc2N(CC(=O)NCc2ccc3c(c2)OCO3)C1=O (stereo unspecified)
 : 1% | 9% | 15 | 0% | -15% | 0% | -5%
CCCn1c(=N)c(S(=O)(=O)c2ccc(F)cc2)cc2c(=O)n3ccccc3nc21
 : 2% | 5% | -5 | 16% | -10% | 4% | 0%
Cn1c(CN2CCN(c3ccc(Cl)cc3)CC2)nc2ccccc21
 : 4% | 1% | 24 | 7% | -7% | 2% | u
